# KDM5B inhibitor – blocks human KDM5B histone demethylase activity. Q9UGL1. Potency, µM (top dose mostly 57.7 µM), inactives show at the highest dose activity change, negative = inhibition, hits mostly inhibitors. actives 2.6% (n = 220,000). AID 1347165. KDM5B demethylase, FDH-coupled NADH fluorescence (FDH is formaldehyde dehydrogenase); active = well fitted inhibition curve with a large enough effect; inconclusive = small, poorly fitted or top-dose-only effect; inactive = no such curve, though single readings can be large or run the other way; also: 0% is about no effect; nearly all actives have a fitted effect of over 70% in size
# Target sequence (Q9UGL1 whole entry, looked up): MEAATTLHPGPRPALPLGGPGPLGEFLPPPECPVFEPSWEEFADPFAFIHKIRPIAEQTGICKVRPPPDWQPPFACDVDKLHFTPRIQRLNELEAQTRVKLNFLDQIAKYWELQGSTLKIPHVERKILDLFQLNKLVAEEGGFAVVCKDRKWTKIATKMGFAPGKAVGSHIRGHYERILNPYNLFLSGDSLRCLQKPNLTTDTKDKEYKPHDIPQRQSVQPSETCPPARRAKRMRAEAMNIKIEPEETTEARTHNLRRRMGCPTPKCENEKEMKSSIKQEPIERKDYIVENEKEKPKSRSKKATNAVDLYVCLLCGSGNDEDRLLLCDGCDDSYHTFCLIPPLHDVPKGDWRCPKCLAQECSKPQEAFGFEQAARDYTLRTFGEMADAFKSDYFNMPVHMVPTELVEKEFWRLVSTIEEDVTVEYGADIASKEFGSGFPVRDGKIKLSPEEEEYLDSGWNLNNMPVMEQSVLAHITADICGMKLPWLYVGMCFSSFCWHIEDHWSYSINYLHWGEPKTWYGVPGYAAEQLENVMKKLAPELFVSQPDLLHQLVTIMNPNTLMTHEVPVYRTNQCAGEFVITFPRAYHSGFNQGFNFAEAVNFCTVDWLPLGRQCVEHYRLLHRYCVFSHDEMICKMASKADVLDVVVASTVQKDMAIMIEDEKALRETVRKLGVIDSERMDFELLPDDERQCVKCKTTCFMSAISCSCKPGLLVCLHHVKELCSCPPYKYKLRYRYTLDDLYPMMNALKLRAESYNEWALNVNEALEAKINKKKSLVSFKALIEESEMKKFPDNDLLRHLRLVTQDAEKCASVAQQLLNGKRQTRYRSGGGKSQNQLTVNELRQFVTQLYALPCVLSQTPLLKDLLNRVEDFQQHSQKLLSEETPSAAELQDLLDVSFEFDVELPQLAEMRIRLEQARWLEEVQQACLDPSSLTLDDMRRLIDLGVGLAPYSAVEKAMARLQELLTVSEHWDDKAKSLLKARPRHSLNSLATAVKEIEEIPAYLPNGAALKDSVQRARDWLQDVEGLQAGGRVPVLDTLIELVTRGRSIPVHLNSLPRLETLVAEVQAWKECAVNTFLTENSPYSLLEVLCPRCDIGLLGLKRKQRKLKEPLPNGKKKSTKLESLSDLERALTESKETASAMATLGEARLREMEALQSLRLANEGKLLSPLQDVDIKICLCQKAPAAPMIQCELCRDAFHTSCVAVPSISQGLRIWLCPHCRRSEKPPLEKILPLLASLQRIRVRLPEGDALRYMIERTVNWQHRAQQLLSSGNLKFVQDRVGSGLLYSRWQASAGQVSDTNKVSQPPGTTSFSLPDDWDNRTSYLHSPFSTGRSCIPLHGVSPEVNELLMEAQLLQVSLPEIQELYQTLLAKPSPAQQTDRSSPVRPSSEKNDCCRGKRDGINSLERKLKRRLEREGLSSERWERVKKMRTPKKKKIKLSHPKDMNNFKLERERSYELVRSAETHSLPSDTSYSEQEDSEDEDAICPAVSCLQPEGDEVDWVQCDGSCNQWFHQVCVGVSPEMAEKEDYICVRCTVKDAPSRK
#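 KDM5BΔAP (200 nM final) in 50 mM HEPES pH 7.5, 0.01% Tween-20 was preincubated 10 min at RT with compound over a concentration range. Substrate mix (H3K4me3 12.5 µM, α-KG 25 µM, Fe²⁺, ascorbate, NAD⁺, FDH) was added, and NADH fluorescence change over 30 min gave dose-response curves.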
# An asterisk follows results filed as active; u = inconclusive; [ ] = another dose, or the depositor's remark. Potency is read from the fitted curve at half-maximal effect.
SMILES,KDM5B inhibitor
Cc1cc(C)cc(OCC(=O)Nc2c(C(=O)c3ccccc3)oc3ccccc23)c1,-15%
Cc1cccc(OCC(=O)N2CCC3(CC2)CN(c2ccncn2)CC3CO)c1 (stereo not drawn),-17%
O=C(NC1CCCCC1)c1ccc(CSc2nc3ccncc3n2Cc2cccc(F)c2)cc1,-18%
Cc1cc(C)c(NC(=O)c2sc3nc(C)cc(C)c3c2NC(=O)c2ccccc2)c(C)c1,-20%
O=C(OCCCc1ccccc1)c1cccnc1,28%
O=C(Cc1ccc(Cl)cc1)N1CCCN(c2cc(-c3ccccc3)[nH]n2)CC1,u
O=C(NC(C1CC1)C1CC1)c1ccc(Cl)c(Cl)c1,38%[activator]
CCC(CC)n1nc(C)cc1NC(=O)CCCn1cnc2ccccc2c1=O,-17%
CCOC(=O)N1CCc2c(sc(NCc3ccc(OC)c(OC)c3OC)c2C(=O)Nc2ccc(OC)cc2OC)C1,u
COc1cccc(CCC(=O)NCc2nnc3ccc(-c4ccccc4)nn23)c1,-21%
COc1cccc(N2CC(C(=O)N3CCC(C(=O)NCCc4ccc(F)cc4)C3)NC2=O)c1 (stereo not drawn),-5%
CCOc1ccc(-n2c(SCC(=O)Nc3cc(C)on3)nc3c([nH]c4ccccc43)c2=O)cc1,-9%
Cc1cccc(C2CCCN2C(=O)c2cc(-c3ccco3)on2)c1 (stereo not drawn),u
CC(Nc1ccc(F)cc1)c1nc(-c2ccco2)no1 (stereo not drawn),8%
COc1cc(/C=C/c2nc3ccccc3s2)cc(OC)c1OC,u
CCS(=O)(=O)N1CCC2(CC1)NCCc1c2[nH]c2ccccc12,u
COc1cc(CN(C(=O)c2ccc3c(c2)NC(=O)CS3)C2CC2)ccc1OC(F)F,17%
COc1ccc(N2CC(C)Cn3c2nc2c3c(=O)[nH]c(=O)n2C)cc1 (stereo not drawn),18%
COc1ccc(N2CCN(CCCNC(=O)Cn3c(-c4cccs4)cc4ccccc43)CC2)cc1,u
O=C(CC(NCc1cccnc1)C(=O)O)Nc1ccc(O)cc1 (stereo not drawn),u
Cc1ccc(CNC(=O)c2ccc(CSc3nc4ccncc4n3Cc3ccc(C)cc3)cc2)cc1,u
NS(=O)(=O)c1ccc(Sc2ccc3c(c2)CCC3)nc1,-9%
CC(NC(=O)CN1CCN(S(=O)(=O)c2ccc3ccccc3c2)CC1)c1cccs1 (stereo not drawn),-15%
CC(C)C[C@H](NC(=O)NC1CCCc2ccccc21)C(=O)O (stereo partly drawn),-1%
O=C(NCCN1CCN(C(=O)CCc2c[nH]c3ccccc23)CC1)c1ccco1,22%
Cc1cccc2sc(N(Cc3cccnc3)C(=O)CCc3ccccc3)nc12,-24%
CCCn1nc(C(=O)Nc2ccccc2Br)c2ccccc2c1=O,9%
CSc1ccc(C2=NN(S(C)(=O)=O)C(c3ccc4nccnc4c3)C2)cc1 (stereo not drawn),2%
O=C(Nc1sc2c(c1C(=O)NCc1cccnc1)CCCC2)c1cc(=O)c2ccccc2o1,14%
O=C(Oc1ccc2c(=O)c(-c3ccccc3)coc2c1)c1ccco1,4%

# Ordered by SMILES length (highest first): 14 of the compounds above.
SMILES,KDM5B inhibitor
CCOc1ccc(-n2c(SCC(=O)Nc3cc(C)on3)nc3c([nH]c4ccccc43)c2=O)cc1,-9%
COc1cccc(N2CC(C(=O)N3CCC(C(=O)NCCc4ccc(F)cc4)C3)NC2=O)c1 (stereo not drawn),-5%
COc1ccc(N2CCN(CCCNC(=O)Cn3c(-c4cccs4)cc4ccccc43)CC2)cc1,u
O=C(Nc1sc2c(c1C(=O)NCc1cccnc1)CCCC2)c1cc(=O)c2ccccc2o1,14%
COc1cc(CN(C(=O)c2ccc3c(c2)NC(=O)CS3)C2CC2)ccc1OC(F)F,17%
CC(NC(=O)CN1CCN(S(=O)(=O)c2ccc3ccccc3c2)CC1)c1cccs1 (stereo not drawn),-15%
O=C(NCCN1CCN(C(=O)CCc2c[nH]c3ccccc23)CC1)c1ccco1,22%
COc1ccc(N2CC(C)Cn3c2nc2c3c(=O)[nH]c(=O)n2C)cc1 (stereo not drawn),18%
Cc1cccc2sc(N(Cc3cccnc3)C(=O)CCc3ccccc3)nc12,-24%
O=C(Oc1ccc2c(=O)c(-c3ccccc3)coc2c1)c1ccco1,4%
CC(C)C[C@H](NC(=O)NC1CCCc2ccccc21)C(=O)O (stereo partly drawn),-1%
O=C(CC(NCc1cccnc1)C(=O)O)Nc1ccc(O)cc1 (stereo not drawn),u
NS(=O)(=O)c1ccc(Sc2ccc3c(c2)CCC3)nc1,-9%
CC(Nc1ccc(F)cc1)c1nc(-c2ccco2)no1 (stereo not drawn),8%

# (list continues)
SMILES,KDM5B inhibitor
Cc1ccc(S(=O)(=O)Nc2ccc(C)n(CC(=O)N3CCOCC3)c2=O)cc1,-16%
COc1ccc(-c2nc(CNS(=O)(=O)c3ccc(C)cc3)cs2)cc1,u
COc1ccccc1CNC(=O)c1cc(Br)ccc1O,u
CCCOC(=O)c1ccc(Oc2c(C)oc3cc(OC(=O)N4CCOCC4)ccc3c2=O)cc1,-9%
O=C(CC1CCCN(c2cnn(CC3CC3)c(=O)c2)C1)Nc1ccccc1F (stereo not drawn),-16%
CCCNC(=O)CN1CCN(c2ccc(NC(=O)c3ccc(OC)cc3)cc2C(=O)O)CC1,u
CCN1CCN(c2oc(COc3cccc(Cl)c3)nc2C#N)CC1,-1%
CC1CN(C(=O)COc2cc3oc(=O)cc(-c4ccccc4)c3cc2Cl)CCO1 (stereo not drawn),-12%
Cn1ccc2c(C(=O)NCc3cnccn3)nc(-c3cccc(N4CCOCC4)c3)cc21,-28%[86.2 µM]
O=C(c1cc2ccccc2oc1=O)N1Cc2ccccc2C(c2ccccc2)C1 (stereo not drawn),18%
CCCCn1cnc2c1c(=O)[nH]c(=O)n2CC(C)C,5%
COc1ccc(OC(C)C(=O)NCc2nc(-c3ccc(Cl)cc3)no2)cc1 (stereo not drawn),-29%
O=C(NCC1Cn2cccc2C(=O)N1Cc1ccccc1)c1n[nH]c(=O)c2ccccc12 (stereo not drawn),-16%
COc1ccc(C(=O)NC2CCCN(c3cc(-c4ccc(Cl)cc4)[nH]n3)C2)c(C)c1 (stereo not drawn),u
Cc1cc(C[C@@H]2COC[C@@H]2NC(=O)c2cccc(Cn3nc(C)cc3C)c2)on1,10%
O=C([C@H]1C[C@H](Oc2cccnc2)CN1C(=O)CCCc1ccccc1)N1CCOCC1,15%
NCCn1cc(C(=O)NCCc2noc(-c3ccccc3)n2)nn1,16%
CC(C)c1ccc(S(=O)(=O)N2CCN(CCS(=O)(=O)CCC(N)=O)CC2)cc1,21%
CCn1ccc(C(=O)N2C[C@@H](Oc3ccccc3)C[C@@H]2C(=O)NCCOC)n1,19%
CC(C)(C)c1ccc(CN(Cc2ccccc2)C(=S)Nc2ccc(Br)cc2)cc1,-6%
O=C(c1cc(=O)c2cc(Cl)ccc2o1)N(Cc1ccccc1)Cc1ccco1,0%
Cc1ccccc1-n1c(SCCOc2ccccc2Cl)nnc1-c1ccc(C(C)(C)C)cc1,-21%
CS(=O)(=O)N1CCC(c2nnc3n2C(C(=O)O)CC3)CC1 (stereo not drawn),u
CC(=O)N1CCN(C(=O)CCc2ccnc(N3CCOCC3)c2)CC1,28µM*
CCOc1ccc(CCNC(=O)CSc2nc3ccccc3nc2Cc2ccc(C)cc2)cc1OCC,-30%
CC1(c2ccccc2)N(Cc2ccccc2C#N)C(=O)OC12CCN(c1ccncc1)CC2 (stereo not drawn),7%[86.2 µM]
COC(=O)CCOc1ccc(S(=O)(=O)Nc2ccc(F)c(F)c2)cc1,6%
CCOC(=O)c1cc(-c2ccccc2)n(-c2cccc(C(=O)Nc3cccc(F)c3)c2)c1C,u
COc1ccccc1NC(=O)c1oc2ccccc2c1NC(=O)C1CCCCC1,u
CC1CN(C(=O)c2ccc(CNS(=O)(=O)c3cccc(Cl)c3)cc2)CC(C)O1 (stereo not drawn),-2%

# 2 records drawn at random from the list so far:
SMILES,KDM5B inhibitor
CC1CN(C(=O)c2ccc(CNS(=O)(=O)c3cccc(Cl)c3)cc2)CC(C)O1 (stereo not drawn),-2%
CCOc1ccc(CCNC(=O)CSc2nc3ccccc3nc2Cc2ccc(C)cc2)cc1OCC,-30%

# (next part)
SMILES,KDM5B inhibitor
CC1Oc2ccccc2C=C1/C=N/Nc1ccc(C(=O)O)cc1 (stereo not drawn),-1%
O=C(CCc1ccccc1)NC(=S)Nc1cccc(C(=O)O)c1,-8%
O=C(CSc1ccccn1)N[C@H]1CCOC[C@H]1C1CCOCC1,37%[activator]
O=C(CCCSc1nc2ccccc2s1)NCc1ccccc1F,25%
CC1CCc2nn(CC(=O)Nc3ccc(Cl)cc3)c(=O)cc2C1 (stereo not drawn),7%
CCC(C)NC(=O)c1sc2nc3n(c(=O)c2c1C)CCC3 (stereo not drawn),-6%
CN1CCN(S(=O)(=O)c2ccc(N3CCN(c4cccc(Cl)c4)CC3)nc2)CC1,15%
CCN(CC)C(=O)CN1CCN(c2nc(C)c3c(c2C#N)CC(C)(C)OC3)CC1,u
COc1ccc(NC(=O)c2ccco2)cc1NC(=O)COc1cc(C)ccc1C(C)C,18%
Cc1n[nH]c(C)c1CCC(=O)NC1CCCc2c1[nH]c1ccc(F)cc21 (stereo not drawn),u
O=C(NC1CCCC1)[C@H]1C[C@@H](O)[C@H](O)[C@@H]2N=C(Nc3ccc4c(c3)OCO4)S[C@@H]21,-16%[86.2 µM]
COC(=O)c1cnc(N2CCN(c3ccc(F)cc3)CC2)c2ccccc12,-72%
CCOc1ccc(C(=O)CSc2nnc3ccccn23)cc1,9%
Cc1ccc(CN2CCOC[C@H]2c2ncc(C(C)(C)C)[nH]2)cc1,25%[86.2 µM]
CN1C(C(=O)Nc2ncccn2)=C(O)c2ccccc2S1(=O)=O,-3%
[N-]=C=C1C(=S)NC(=O)[C@H]([n+]2ccccc2)[C@H]1c1ccc(Cl)cc1,u
NS(=O)(=O)c1ccc(CCNC(=O)c2nc(SCc3ccccc3F)ncc2Cl)cc1,-15%
CN(C)c1ccc(C(=O)NC2CCN(c3cnn(C)c(=O)c3)CC2)cc1,5%
O=C(NCC(c1cccnc1)N1CCOCC1)C(=O)Nc1ccc(Cl)cc1 (stereo not drawn),-11%
CCN1C(=O)C2CC3(CCN(C(=O)c4nn(C)c5ccccc45)CC3)CN2C1=O (stereo not drawn),-21%
CCCNc1c(NC(=O)NCCCOCC)c(=O)oc2ccccc12,16%
O=C(Nc1ccc(F)c(Cl)c1)C1=NO[C@@H]2CN(CCc3ccccc3)C[C@H]12,-30%[86.2 µM]
Cc1cc(O)c(C(c2ccccc2)N2CCN(c3ccccc3F)CC2)c(=O)n1Cc1ccco1 (stereo not drawn),u
CC(C)Cc1cc(C[C@@H]2C[C@H](NC(=O)c3ccco3)C2(C)C)no1,-11%[86.2 µM]
CC1Oc2ccc(NC(=O)c3ccc(F)cc3)cc2CN(Cc2ccc3c(c2)OCO3)C1=O (stereo not drawn),u
Fc1cccc(/C=N/Nc2ccc(Cl)c(Cl)c2)c1,-22%
COc1cccc(-c2nnc(SCC(=O)Nc3ccc4c(c3)OCO4)n2-n2cccc2)c1,-7%
CC1CCC(=NNC(=S)NC2CCCCC2)CC1 (stereo not drawn),-2%
CCCNC(=O)N1CCC(OC2CCN(S(C)(=O)=O)CC2)CC1,24%
CC(=O)Nc1cccc(NC(=O)CCc2c(C)[nH]n(-c3ccc(F)cc3)c2=O)c1,u
O=C1CCCCC(C(=O)NCC2CCCCC2)N1 (stereo not drawn),-18%
CN(C)C[C@H]1O[C@@H](CO)[C@@H](O)[C@H]1N1CCN(c2cccc(C(F)(F)F)c2)CC1,u
Cc1[nH]c2ccccc2c1C(=O)C(C#N)C(=O)C1CC=CCC1 (stereo not drawn),u
COc1ccccc1NC(=O)C1=C(C)Nc2nc(SC)nn2C1c1cccc(C)c1 (stereo not drawn),-5%
CCC(CC)C(=O)N1CCc2cc(OC)c(OC)cc2C1COc1ccc(F)cc1 (stereo not drawn),-19%
Cc1cc(-c2nc3ncccc3o2)ccc1NC(=O)COc1ccc(C(C)(C)C)cc1,-123%
CCn1c(=O)c2c(nc3n2CCN3c2ccc(OC)cc2)n(C)c1=O,-17%
Cc1oc(-c2ccc(C(=O)NCc3ccc(N(C)C)cc3)cc2)nc1COc1ccccc1,u
CC(C)OCCCNC(=O)C1CCCN(S(=O)(=O)c2cn(C)cn2)CCC(=O)NCC1 (stereo not drawn),14%
COc1ccc(OC)c(C2CC(=O)Nc3ccc4ccccc4c32)c1 (stereo not drawn),-16%
CCc1ccc(NC(=O)N2CCN(S(=O)(=O)c3cc4c(cc3Cl)NC(=O)C(C)O4)CC2)cc1 (stereo not drawn),7%
Cc1ncsc1CCCNc1nc(-c2ccccn2)nc2c1CCNCC2,-18%
CC1(C(=O)NCc2cc(F)cc(F)c2)CCOCC1,2%[149 µM]
C/C(=N/O)c1cnn(-c2ccccc2)c1C,25%
Cc1ccc(NC(=O)COc2cccc(/C=C3\SC(=S)N(CCC(=O)O)C3=O)c2)cc1Cl,-36%
COCCN(CCOC)S(=O)(=O)c1ccc(C(=O)Nc2sc3c(c2C(=O)OC)CCN(C)C3)cc1,u
CC(=O)NC1CC2(CCN(Cc3ccc(O)cc3)CC2)c2ccccc21 (stereo not drawn),-13%[149 µM]
COc1ccccc1CC(=O)NCC(=O)N1CCN(c2ccccn2)CC1,25µM*
CCCCNC(=O)CSc1nc2nc(C)c(Cc3ccccc3C)c(C)n2n1,-15%
Cn1c(=O)[nH]c(=O)c2c1nc(SCCO)n2Cc1ccccc1Cl,-8%
O=C(NC[C@H]1COCc2nc3ccccc3n21)c1ccc(Cl)cc1,-24%[86.2 µM]
O=C1CN(C(=O)COC(=O)CCNS(=O)(=O)c2ccc(Cl)cc2)c2ccccc2N1,24%
CC(Sc1ccc2ccccc2n1)C(=O)NC1(C#N)CCCCC1 (stereo not drawn),u

# Not all compounds are listed. The share of hits here may be higher or lower than overall.
